MMP13 inhibition = MMP13 inhibitors among fluorescent compounds, confirmation, biochemical, possible fluorescent artifacts, delta fluorescence (AID 734). Collagenase 3 (Homo sapiens). 5,100 tested, under 10 active. inhibition, %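 (each compound tested at 4 µM nominal in triplicate)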. MMP13 fTHP FRET cleavage, delta fluorescence 4 h; active compounds read high;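 active = inhibition above the mean inhibition over all tested compounds plus 3 SD, cut at about 75% in these data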;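 also: 0% = DMSO only wells and 100% = 8 µM reference MMP13 inhibitor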
Starred values were filed as active, the others as inactive. Some of the compounds tested; the hit share may differ from the screen's.

compound	MMP13 inhibition
C[N+]1(C)CCN(c2ccccc2)CC1	4.6
Cc1cccn2c(=O)c3cc(C(=O)N4CCC5(CC4)OCCO5)n(C)c3nc12	4.8
Cc1cc(OCC(=O)NC2CCS(=O)(=O)C2)c2c3c(c(=O)oc2c1)CCC3 (stereo unspecified)	-20.4
Cn1c2ccccc2c2c(C(=O)N3CCC4(CC3)OCCO4)cn(C3CCCC3)c(=O)c21	-8.7
CCCCn1c(O)c(C(C)=Nc2cccc(C(=O)O)c2)c(=O)[nH]c1=O	6.8
Cc1cc(N2CCOCC2)nc2ccc(NC(=O)CCC(=O)N3CCC4(CC3)OCCO4)cc12	-3.2
Cc1nc2c(c(C)nn2-c2ccccc2)c(C)c1CCC(=O)N1CCC2(CC1)OCCO2	-0.2
COc1ccc(CCn2c(O)c(C=NCc3cccnc3)c(=O)[nH]c2=O)cc1OC	1.9
CC(=O)N(C1=NCCCS1)c1ccc(F)cc1	4.4
Cn1c(C(=O)N2CCC3(CC2)OCCO3)cc2c(=O)n(C)c3ccccc3c21	1.5
Cn1cc(C(=O)N2CCC3(CC2)OCCO3)c2c3ccccc3n(C)c2c1=O	3.7

Reprinted at random: five entries already listed, in no set order.
compound	MMP13 inhibition
CCCCn1c(O)c(C(C)=Nc2cccc(C(=O)O)c2)c(=O)[nH]c1=O	6.8
Cc1cc(OCC(=O)NC2CCS(=O)(=O)C2)c2c3c(c(=O)oc2c1)CCC3 (stereo unspecified)	-20.4
CC(=O)N(C1=NCCCS1)c1ccc(F)cc1	4.4
COc1ccc(CCn2c(O)c(C=NCc3cccnc3)c(=O)[nH]c2=O)cc1OC	1.9
C[N+]1(C)CCN(c2ccccc2)CC1	4.6

Assay outcomes as filed in PubChem.
